SKKanGAS inh = inhibitors of SKKanGAS S. pyogenes growth in kanamycin (SK-promoter or general growth effect). BacTiter-Glo, 6 h. inhibition, % at 7.5 µM. 1.3% of 300,000 active. AID 1662;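 active = mean replicate score, as percent of positive control median, at least 50; inconclusive = mean below 50 but one replicate at or above 50; inactive = mean and every replicate below 50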;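 also: strain carries kanamycin resistance gene driven by streptokinase promoter and grows in 40 µg/ml kanamycin; loss of luminescence reflects streptokinase promoter inhibition or plain growth inhibition; 0% = median of DMSO wells and 100% = positive control at its reference dose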
MrgX1 ag = human MrgX1 receptor agonism, primary screen; Q96LB2; MrgX1-HEK293 cells, Fluo-4 calcium fluorescence, agonist mode; hits give high values; B-score at 10 µM; 0.44% of 310,000 active; AID 588627;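 active = calcium response B-score plate-corrected fluorescence ratio at least 3 library SD, with starting fluorescence B-score inside 5 SD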
Target sequence (Q96LB2 whole entry, looked up): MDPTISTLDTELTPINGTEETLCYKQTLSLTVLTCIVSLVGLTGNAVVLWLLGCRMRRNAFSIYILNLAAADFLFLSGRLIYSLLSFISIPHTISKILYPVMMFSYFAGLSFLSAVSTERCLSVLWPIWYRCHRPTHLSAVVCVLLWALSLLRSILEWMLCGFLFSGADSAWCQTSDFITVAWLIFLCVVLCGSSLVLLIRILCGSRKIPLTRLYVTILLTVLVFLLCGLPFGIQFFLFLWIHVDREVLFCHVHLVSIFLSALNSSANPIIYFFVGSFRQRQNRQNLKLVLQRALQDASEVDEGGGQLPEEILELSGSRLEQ
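System – MrgX1-expressing HEK293 cells · Incubation – cells plated overnight, dye loaded 0.5 h 37 °C, 0.5 h room temperature · Technique – kinetic Fluo-4 NW fluorescence of intracellular calcium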
ANO1 activ = activates or potentiates the mouse TMEM16A chloride channel; Q8BHY3; HEK293 TMEM16A/YFP-H148Q/I152L, iodide quench fluorescence; hits give low values; B-score at 10 µM; 0.3% of 340,000 active;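 active = fluorescence-ratio B-score plate-corrected deviation score at least 3 library SD below zero, with starting fluorescence score within 5 deviations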;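 also: channel opened by trigger with iodide after compound preincubation; score built on the fluorescence ratio of max minus min over baseline; more negative score means more quench and so TMEM16A activation or potentiation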
MrgX1 PAM = allosterically activates human MrgX1 receptor signaling | MrgX1-HEK293, Fluo-4 calcium flux, FDSS; hits give high values | B-score at 10 µM | 0.63% of 310,000 active | AID 588675;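 active = plate-corrected calcium response at least 3 library SD above typical, normal starting fluorescence, not activating the receptor alone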;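 also: compound read alongside a low EC10 to EC30 dose of BAM8-22 agonist; peak minus trough fluorescence over baseline measured at the second addition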
TRPC6 inhibitor = inhibitors of mouse TRPC6 channel; Q61143; HEK293-TRPC6, membrane potential dye, ACh-evoked depolarization; hits give low values; B-score at 10 µM; 1.1% of 310,000 active; AID 2553;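 active = B-score under library mean minus 3 SD, initial fluorescence not abnormally high, positive integrated signal ratio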;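 also: B-score derived from integrated fluorescence ratio over the kinetic read; more negative B-score means stronger inhibition of depolarization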
TRPC6 act = activates the mouse TRPC6 cation channel. Q61143. HEK293-TRPC6 membrane potential dye fluorescence; hits give high values. B-score at 10 µM. 0.13% of 310,000 active;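 active = B-score of the integrated fluorescence ratio above library mean plus 3 SD, and starting fluorescence ratio within library mean plus 5 SD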;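 also: higher score means more depolarization so channel activation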
RGS4 pot = RGS4 potentiation or activation | B-score at 10 µM | HEK293 M3R/inducible RGS4, carbachol calcium flux Fluo4; hits give low values | 0.92% of 310,000 active;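 active = B-score of the integrated calcium signal more than 4 SD below the library mean, with starting fluorescence not abnormally high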;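 also: negative B-score means reduced calcium response which marks RGS4 activation or potentiation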
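Also added: carbachol at ECmax as muscarinic agonist stimulus; Assay system: HEK293 cells with stable M3R and inducible RGS4; Timing: overnight RGS4 induction, 30 min dye load 37 °C, 20 min compound RT; Measured by: Fluo4-AM (2 µM) calcium-flux fluorescence, kinetic read.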
MrgX1 antag = antagonists of human MrgX1 receptor | MRGX1-HEK293 calcium flux, Fluo-4, BAM8-22 antagonism; hits give low values | AID 588676 | 1.3% of 310,000 active | Q96LB2 | B-score at 10 µM;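 active = calcium-response B-score plate-corrected more than 3 library SD below zero, starting fluorescence within 5 deviations, no agonist response on first addition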;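 also: peak minus trough fluorescence over baseline after final BAM8-22 challenge near maximal dose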
HDAC3 inhib = inhibitors of human histone deacetylase 3 | O15379 | recombinant HDAC3, fluorogenic peptide/trypsin coupled, fluorescence | inhibition, % at 8.3 µM | 0.15% of 320,000 active | AID 2718; in the data active = inhibition above about 26%, passing the limit was not always enough; inconclusive = no clear call, values can overlap the other calls
Target sequence (O15379 whole entry, looked up): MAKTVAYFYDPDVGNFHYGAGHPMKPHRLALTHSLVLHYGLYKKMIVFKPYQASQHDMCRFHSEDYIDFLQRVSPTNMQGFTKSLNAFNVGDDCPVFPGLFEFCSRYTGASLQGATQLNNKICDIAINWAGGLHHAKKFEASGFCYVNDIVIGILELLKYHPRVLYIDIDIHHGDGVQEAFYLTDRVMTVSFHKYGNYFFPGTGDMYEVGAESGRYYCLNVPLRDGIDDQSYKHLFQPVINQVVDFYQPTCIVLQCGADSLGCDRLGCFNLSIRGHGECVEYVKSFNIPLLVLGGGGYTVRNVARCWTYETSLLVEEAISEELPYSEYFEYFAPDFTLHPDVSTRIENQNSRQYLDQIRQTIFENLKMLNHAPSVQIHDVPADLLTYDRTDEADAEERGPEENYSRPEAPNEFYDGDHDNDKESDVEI
ANO1 block = inhibitors of mouse TMEM16A calcium-activated chloride channel; 1.2% of 310,000 active; Q8BHY3; AID 588511; normalized B-score (activity score, 25-100; higher = stronger inhibition) at 10 µM; HEK293 TMEM16A/YFP iodide influx fluorescence, ionomycin;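 active = ratio plate-corrected score three or more library SD toward inhibition, starting fluorescence score within five deviations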;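 also: score derived from kinetic fluorescence span divided by baseline fluorescence per well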
RGS4 inh = human RGS4 inhibition; P49798; HEK293 M3R/RGS4 inducible, Fluo-4 calcium flux; hits give high values; triggered by carbachol at its EC20; B-score at 10 µM; 0.45% of 310,000 active; AID 463165;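 active = B-score, a plate-corrected calcium signal, over three deviations above library mean, with baseline fluorescence within five deviations of library mean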;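 also: RGS4 expression induced by doxycycline in cells with stable M3 receptor; B-score is computed from the integrated fluorescence ratio over baseline after carbachol; higher B-score means a larger calcium signal and so more RGS4 inhibition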
Target sequence (P49798 whole entry, looked up): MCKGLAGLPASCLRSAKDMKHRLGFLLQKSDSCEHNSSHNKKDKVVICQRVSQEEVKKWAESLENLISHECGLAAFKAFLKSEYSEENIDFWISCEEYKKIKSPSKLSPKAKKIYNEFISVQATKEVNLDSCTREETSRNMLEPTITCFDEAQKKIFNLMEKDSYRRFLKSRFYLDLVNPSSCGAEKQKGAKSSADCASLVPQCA
Numbers without * were called inactive; i = inactive; u = inconclusive.

compound | SKKanGAS inh | ANO1 block | MrgX1 PAM | ANO1 activ | TRPC6 inhibitor | HDAC3 inhib | MrgX1 antag | MrgX1 ag | RGS4 pot | RGS4 inh | TRPC6 act
Nc1nc(NCCN2CCOCC2)nc(NCc2ccccc2)c1[N+](=O)[O-] | -9 | i | i | i | i | -2 | i | i | i | i | i
O=C(Nc1nnc(C(F)(F)F)s1)c1ccc(Br)s1 | 25 | 100* | i | i | i | 5 | i | i | i | i | i
CCC(=O)NC(Nc1c(C)n(C)n(-c2ccccc2)c1=O)C(Cl)(Cl)Cl (stereo not drawn) | -4 | i | i | i | i | -3 | i | i | i | i | i
CCCC(=O)N1CC(=O)Nc2ccc(C)cc2C1c1ccccc1 (stereo not drawn) | 7 | i | i | i | i | 8 | i | i | i | i | i
Cc1nn(CC2CC2)c(=O)n1N(C)c1ncc(C(F)(F)F)cc1Cl | -4 | i | i | i | i | 2 | i | i | i | i | i
O=C(NCCCc1ccncc1)C1CCC(=O)N(Cc2ccc(Cl)cc2)C1 (stereo not drawn) | -5 | i | i | i | i | -2 | i | i | i | i | i
Cc1c(NC2=NC3(CCCCC3)Cc3ccccc32)c(=O)n(-c2ccccc2)n1C | 6 | i | i | i | i | 4 | i | i | i | i | i
C=CCn1c(=O)[nH]c2cc(C(=O)N3CC=C(c4ccccc4)CC3)ccc2c1=O | -12 | i | i | i | i | -2 | i | i | i | i | i
Cc1cc(C)cc(N(CCC#N)C(=O)COC(=O)C2CCN(c3ccc(C(F)(F)F)cn3)CC2)c1 | 1 | i | i | i | -6.4* | u | i | i | -7* | i | i
O=C(Cc1ccccc1)Nc1nnc(SCC(=O)NC2CCCC2)s1 | -10 | i | i | i | i | -3 | i | i | i | i | i
COc1ccc(OC)c(NC(=S)NC(=O)c2ccc(Br)o2)c1 | 0 | i | i | i | i | 0 | i | i | i | i | i
O=C1c2cccc3cccc(c23)C(=O)N1c1cccnc1 | -5 | i | i | i | i | -3 | i | i | i | i | i
COc1ccc(Cl)cc1NC(=O)c1c(-c2ccccc2)noc1C | 10 | i | i | i | i | -8 | i | i | i | i | i
N/C(=N\OC(=O)c1ccccc1Br)c1cccc([N+](=O)[O-])c1 | 0 | i | i | i | i | 3 | i | i | i | i | i
Cc1ccc(N2C(=O)[C@@H]3[C@H](C2=O)C2c4ccccc4C=CN2[C@@H]3C(=O)c2ccco2)c(C)c1 (stereo partly drawn) | 2 | i | i | i | i | -4 | i | i | i | i | i
CN([C@@H](Cc1ccc(OS(=O)(=O)c2cccc3cnccc23)cc1)C(=O)N1CCN(c2ccccc2)CC1)S(=O)(=O)c1cccc2cnccc12 | 22 | i | i | i | i | 5 | i | i | i | i | i
CC(C)C[C@@H](C(=O)N[C@@H](C(=O)O)c1ccccc1)N1C(=O)N2CCc3c([nH]c4ccccc34)[C@@]2(C)C1=O | -1 | i | i | i | i | 2 | i | i | i | i | i
Cc1nc(SCc2ccccc2C)n[nH]1 | -5 | i | i | i | i | -3 | i | i | i | i | i
CC(C)Cn1c(-c2ccc(C#N)cc2)nc2c1c(=O)[nH]c(=O)n2CC(C)C | -6 | i | i | i | i | -102 | i | i | i | i | i
COC(=O)C1=NN(c2cccc(C)c2)C2C(=O)N(c3ccccc3OC)C(=O)C12 (stereo not drawn) | 1 | i | i | i | i | 3 | i | i | i | i | i
CC(=O)c1cccc(NC(=O)COC(=O)c2ccccn2)c1 | -2 | i | i | i | i | -1 | i | i | i | i | i
COc1ccc(N2CCN(C(CNC(=O)C(=O)NCc3ccncc3)c3ccco3)CC2)cc1 (stereo not drawn) | -7 | i | i | i | i | -1 | i | i | i | i | i
CCC(C)NCCCCOc1ccc(C)cc1[N+](=O)[O-] (stereo not drawn) | 0 | i | i | i | i | 1 | i | i | i | i | i
CCCOc1ccc(C(=O)NCCCn2ccnc2)cc1 | -2 | i | i | i | i | -4 | i | i | i | i | i
Cc1cccc(CSCc2ccc(C(=O)O)o2)c1 | 5 | i | i | i | i | 3 | i | i | i | i | i
CCCCN1CC(C(=O)NC2CCCCC2)CC1=O (stereo not drawn) | -9 | i | i | i | i | 14 | i | i | i | i | i
N=C1/C(=C\c2ccc(OC(=O)c3ccco3)cc2)C(=O)N=C2SC(N3CCCCC3)=NN12 | 2 | i | i | i | i | 10 | i | i | i | i | i
CCOC(=O)c1cnc2nc(COc3ccccc3)[nH]n2c1=O | -1 | i | i | i | i | -5 | i | i | i | i | i
COc1cc(NC(=O)CCc2nnc3ccc(N4CCOCC4)nn23)cc(OC)c1OC | -6 | i | i | i | i | 1 | i | i | i | i | i
CCOc1ccc(N=C2NC(=O)S/C2=C\c2ccc(O)cc2)cc1 | 12 | i | i | i | i | 2 | i | i | i | i | i
C=CCN(CC=C)C(=S)NC(=O)Cc1cccc2ccccc12 | 24 | i | i | i | i | 5 | i | i | i | i | i
COc1cc2c(cc1OC)CN(c1nc(CN3CCOCC3)nc3sc4c(c13)CCCC4)CC2 | 22 | i | i | i | i | 6 | i | i | i | i | i
COCCNC(=O)Nc1ccc2nc(C)sc2c1 | -4 | i | i | i | i | -4 | i | i | i | i | i
CCOC(=O)CSc1nc2c(c(=O)[nH]c(=O)n2C)n1C/C=C(/C)Cl | 2 | i | i | i | i | -1 | i | i | i | i | i
CC(/C=C/c1ccccc1)=N\NC(=O)c1ccc(Br)cc1 | 44 | i | i | i | i | -6 | i | i | i | i | i
CCOc1ccc(C(=O)C2CCN(C(=O)c3ccc([N+](=O)[O-])cc3)CC2)cc1 | 4 | i | i | i | i | 3 | i | i | i | i | i
CN(c1ccccc1)S(=O)(=O)c1ccc(C(=O)OCC(=O)NC(N)=O)cc1 | -6 | i | i | i | i | 10 | i | i | i | i | i
C/C(=N\NC(=O)COc1ccc(C)cc1C(C)C)c1ccc(-n2ccnc2)cc1 | 7 | i | i | i | i | 11 | i | i | i | i | i
CCOc1cc(C)c(S(=O)(=O)NC2CCCCC2)cc1C | -6 | i | i | i | i | 7 | i | i | i | i | i
COc1ccccc1NC(=O)c1ccc(NC(=O)COC(=O)C(C)C)cc1 | 1 | i | i | i | i | 1 | i | i | i | i | i
CC1CCC(NC(=O)C2CCC(CNS(=O)(=O)c3cccc4cccnc34)CC2)CC1 (stereo not drawn) | 0 | i | i | i | i | 8 | i | i | i | i | i
COCCN(C(=O)c1ccco1)C(C(=O)NC1CCCC1)c1cccs1 (stereo not drawn) | -1 | i | i | i | i | -4 | i | i | i | i | i
COc1ccc(C(=O)OCCNC(=O)c2c(Cl)nc3ccccn23)cc1 | 9 | i | i | i | i | -2 | i | i | i | i | i
COc1ccccc1NC(=O)C1CCCCC1 | 3 | i | i | i | i | 6 | i | i | i | i | i
CCS(=O)(=O)c1ccc(O)c(NC(=O)COc2ccc(OC)cc2)c1 | 0 | i | i | i | i | 5 | i | i | i | i | i
O=C(COC(=O)/C=C/c1ccc(C(F)(F)F)cc1)NC1CCCC1 | -10 | i | i | i | i | 3 | i | i | i | i | i
O=C(Nc1ccc(F)cc1F)N1CCN(c2ncccn2)CC1 | -2 | i | i | i | i | 0 | i | i | i | i | i
Cc1cc(OCC(=O)Nc2ccc(CN3CCOCC3)cc2)ccc1Cl | 3 | i | i | i | i | -2 | i | i | i | i | i
Cc1cc(NC(=O)c2ccc(Cl)cc2)c(C)cc1O | 3 | i | i | i | i | 12 | i | i | i | i | i
O=C1c2ccccc2C(=O)c2c1ccc1c(=O)n(C3CCCCC3)[nH]c21 | u | i | i | i | -5.1* | 4 | i | i | i | i | i
COc1ccc(/C=N\NC(=O)c2ccccc2OC)cc1COc1ccccc1C | 12 | i | i | i | i | 3 | i | i | i | i | i
Cc1ccc(NC(=O)c2cccc(C(=O)Nc3ccc(C)c(C)c3)n2)cc1C | 6 | i | i | i | i | -3 | i | i | i | i | i
CC(C)n1c(SCC(=O)NCc2ccco2)nnc1C1CC1 | 0 | i | i | i | i | 4 | i | i | i | i | i
O=C(CSc1ncc(-c2ccc(F)cc2)[nH]1)NCc1ccco1 | 0 | i | i | i | i | 6 | i | i | i | i | i
N=c1c(C(=O)NCC2CCCO2)cc2c(=O)n3ccccc3nc2n1Cc1ccc(Cl)cc1 (stereo not drawn) | 22 | i | i | i | i | -307 | i | i | i | i | i
COc1ccc(S(=O)(=O)N(C)C2CCS(=O)(=O)C2)cc1OC (stereo not drawn) | -6 | i | i | i | i | 3 | i | i | i | i | i
Cc1ccc(S(=O)(=O)N(C)c2ccc(C(=O)NCCc3ccccc3)cc2)cc1 | 7 | i | i | i | i | -5 | i | i | i | i | i
CCN(CC)S(=O)(=O)c1cccc(C(=O)Nc2nc3cc4c(cc3s2)OCCO4)c1 | 71* | 100* | i | i | i | 15 | i | i | i | i | i
CCOc1ccc(N2C(=O)/C(=C/c3ccco3)N(C)C2=S)cc1 | 9 | i | i | i | i | 3 | i | i | i | i | i
Cc1onc(-c2ccccc2Cl)c1C(=O)NCCN1CCOCC1 | -7 | i | i | i | i | -2 | i | i | i | i | i

Following part:
compound | SKKanGAS inh | ANO1 block | MrgX1 PAM | ANO1 activ | TRPC6 inhibitor | HDAC3 inhib | MrgX1 antag | MrgX1 ag | RGS4 pot | RGS4 inh | TRPC6 act
Cc1ccc(C(=O)CSc2nnc(-c3ccccc3)n2-c2ccccc2)o1 | 3 | i | i | i | i | -7 | i | i | i | i | i
O=C(Nc1ccc2c(c1)OCO2)C1CCCN1C(=O)Nc1ccccc1F (stereo not drawn) | 0 | i | i | i | i | 1 | i | i | i | i | i
COc1ccc(C2C(C(=O)N3CCCCC3)CCC(=O)N2c2cc(OC)c(OC)c(OC)c2)cc1 (stereo not drawn) | -2 | i | i | i | i | 1 | i | i | i | i | i
O=C(CCCl)Nc1ccc(S(=O)(=O)NCc2ccco2)cc1 | -17 | i | i | i | i | -7 | i | i | i | i | i
CCOc1ccc(S(=O)(=O)N2CCN(C(=O)C3CCC3)CC2)cc1 | -3 | i | i | i | i | -1 | i | i | i | i | i
Cc1cccc(NC(=O)c2cc(Cl)ccc2[N+](=O)[O-])c1 | -2 | i | i | i | i | 8 | i | i | i | i | i
C=CCn1c(COc2ccc(F)cc2)nnc1SCC(=O)NC1CCCC1 | -2 | i | i | i | i | -5 | i | i | i | i | i

From PubChem
